# Screening results as filed in PubChem BioAssay.
# GPR55 beta-arrestin – GPR55 agonists via beta-arrestin recruitment, primary screen, imaging, U2OS cells, beta-arrestin-GFP redistribution (AID 1961). activation, % at 10 µM; hits with a dose series show EC50 in µM. hit rate 0.048% among 290,000. U2OS GPR55 beta-arrestin-GFP redistribution imaging; higher % means a stronger effect;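 active = activation above 40% with more than 50 cells counted in the well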;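 note: U2OS osteosarcoma cells stably expressing GPR55 and beta-arrestin-GFP; plate controls were DMSO negative control for no effect and LPI positive control for full effect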
# GPR55 antagonists – GPR55 antagonists blocking LPI-driven arrestin recruitment, primary screen, imaging, U2OS, beta-arrestin-GFP, LPI agonist (AID 2013) | U2OS GPR55 beta-arrestin-GFP translocation imaging, LPI antagonism; higher % means a stronger effect | inhibition, % at 10 µM, or IC50 in µM where a hit was titrated | hit rate 0.13% among 290,000;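 active = spots per cell inhibited over 60%, with over 100 cells counted and total cytoplasm intensity under 500,000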;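 note: U2OS cells stably carrying GPR55 and arrestin-GFP stimulated by 5 µM LPI near EC80; imaged beta-arrestin-GFP aggregate spots per cell after agonist stimulation; plate controls were LPI-stimulated DMSO wells for no effect and DMSO wells without LPI for full effect; some results filed as inactive read as strong as hits; confirmed hits need IC50 under 10 µM and bright autofluorescent wells are also inconclusive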
# GPR35 antagonists – inhibition of zaprinast-stimulated GPR35 beta-arrestin translocation – imaging, U2OS, beta-arrestin-GFP, zaprinast agonist, primary screen (AID 2058). U2OS GPR35 beta-arrestin-GFP translocation imaging, zaprinast antagonism; higher % means a stronger effect. one-dose inhibition, % at 10 µM; IC50 in µM for titrated hits. hit rate 0.052% among 290,000;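 active = inhibition of at least 50% with at least 30 cells and total cytoplasm GFP at most 10,000,000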
# T cell HTS – T cell immune modulators affecting CD8 T cell-vesicle binding. 2C CD8+ T cell-vesicle binding, flow cytometry; stronger effect = lower value. calls only at 7 µM. hit rate 0.068% among 330,000. AID 2052;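 active = response, share of CD8 T cells binding vesicles, and their 90th percentile fluorescence all below set limits, cut at about 80% in these data, passing the limit was not always enough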
#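 Read-out – percent CD8+ FL2 mean versus row control · System – murine 2C transgenic CD8+ T lymphocytes · Times – 1.5 h cell–vesicle binding at 37 °C, then 20 min icy labelling · Control set – naked vesicles low, QL9 vesicles with vehicle high · Detection – cytometric PE anti-B7-1 and Alexa647 anti-CD8 signals after 1% paraformaldehyde fixation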
# LYP inhibition – inhibitors of LYP phosphatase, biochemical, fluorescence intensity, uHTS (AID 1779); inhibition, % at 11.5 µM, or IC50 in µM where a hit was titrated; hit rate 0.054% among 290,000; recombinant LYP phosphatase, fluorescence intensity; higher % means a stronger effect; in the data active = inhibition above about 50%;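 note: plate controls were vehicle with enzyme for no effect and no enzyme for full effect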
# Large T inhibition – SV40 large T antigen inhibitors, biochemical (AID 1903) | SV40 large T antigen ATPase/helicase inhibition assay; higher % means a stronger effect | inhibition, % at 20 µM; hits with a dose series show IC50 in µM | hit rate 0.39% among 310,000; in the data active = a potency from the dose series; note: strong numbers were not always called active
# MgcRacGAP inhibition – MgcRacGAP GTPase-activating activity inhibitors, confirmation, biochemical, ADP Hunter fluorescence; one-dose inhibition, % at 30 µM; IC50 in µM for titrated hits; hit rate 0.6% among 340,000; MgcRacGAP-stimulated Rac1 GTP hydrolysis, ADP Hunter fluorescence; higher % means a stronger effect; GST-tagged Rac1 F28L mutant substrate; AID 624330;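 active = first-screen hits whose inhibition reached a set limit at any dose in the follow-up dose series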;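 note: fluorescence reports GDP produced by GAP-driven GTP hydrolysis; strong numbers were not always called active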
# NTR1 ag – agonists of NTR1, primary screen, imaging, U2OS cells, beta-arrestin-GFP, high content (AID 493036) | NTR1-U2OS beta-arrestin-GFP spot imaging, agonist mode | activation, % at 20 µM | hit rate 0.17% among 330,000;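 active = activation at or above 40% of the spot to cytoplasm intensity ratio, with at least 20 cells analyzed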;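 note: 0% = DMSO without peptide and 100% = 100 nM NTR1 peptide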
# Target sequence (P30989 whole entry, looked up): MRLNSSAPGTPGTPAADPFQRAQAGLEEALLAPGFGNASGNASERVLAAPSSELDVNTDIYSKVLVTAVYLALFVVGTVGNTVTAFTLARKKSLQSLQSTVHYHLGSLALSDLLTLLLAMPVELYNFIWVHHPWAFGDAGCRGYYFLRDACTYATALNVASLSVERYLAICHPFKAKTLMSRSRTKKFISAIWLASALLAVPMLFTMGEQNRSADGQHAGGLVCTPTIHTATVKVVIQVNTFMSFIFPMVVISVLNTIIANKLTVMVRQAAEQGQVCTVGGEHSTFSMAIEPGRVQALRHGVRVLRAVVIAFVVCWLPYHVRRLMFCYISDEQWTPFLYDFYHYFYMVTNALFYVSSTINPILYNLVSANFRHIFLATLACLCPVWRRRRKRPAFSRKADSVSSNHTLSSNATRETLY
# Lipid droplet – hepatic lipid droplet formation modulation | AML12 mouse hepatocytes, oleate lipid droplets, BODIPY imaging | inhibition, % at 6.5 µM | hit rate 0.4% among 240,000;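 active = lipid droplet intensity inhibited by at least 50%, with more than 500 cells counted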
#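 Material: mouse AML12 hepatocyte cell line, fixed after treatment; Timing: compound with oleate, overnight; Technique: high-content imaging of BODIPY-stained droplets and DAPI nuclei; Probe or stimulus: oleate, 100 µM final; Dosing: compound at 6.5 µM only.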
# Lipid droplet cells 6.5 µM – second read-out of Lipid droplet, no call of its own (marks repeat the call); cell count; measured here: cell count, cytotoxicity flag;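 cells counted across two imaged fields per well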
# T cell HTS vesicle-bound % – further read-out of T cell HTS, marked with its call; double positive events, %; measured here: CD8+ vesicle-bound cell fraction;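 binding gate set so that unloaded-vesicle control wells show 10% double positive cells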
# NTR1 ag cell count 20 µM – recorded beside NTR1 ag, whose call it bears; cell count; measured here: cell count, cytotoxicity flag
# Numbers without * were called inactive; i = inactive; nt = no result given; & = joins results of further samples.
1	CCN(CC)C(=O)c1[nH]cnc1C(=O)N[C@@H](Cc1ccccc1)C(=O)OC(C)(C)C
2	COc1cc([C@H]2[C@@H]3CCCC[C@]3(O)CCN2CC(=O)Nc2ccc(C)cc2)ccc1O
3	CCOc1ccc(C(=O)N2CCN(CCc3ccccc3)CC2)cc1OCC
4	COc1ccc2[nH]c(C)c(CCN(Cc3cccs3)C(=S)Nc3cccc(F)c3)c2c1
5	O=C(N/N=C/c1cccnc1)c1ccccc1Br
6	O=C(CSC1=NS(=O)(=O)c2cc(F)ccc2N1)Nc1ccc(F)cc1
7	COc1cccc(NC(=O)C2CC(=O)N/C(=N/NC(=O)c3ccc(C)cc3)S2)c1 (stereo not given)
8	O=C(NCCCNCc1ccccc1)c1ccccn1

entry no.	1	2	3	4	5	6	7	8
GPR55 beta-arrestin	0.0%	-0.1%	-0.2%	-0.3%	0.3%	nt	-0.1%	-1.0%
GPR55 antagonists	9%	2%	24%	5%	4%	nt	-1%	-10%
GPR35 antagonists	10%	2%	0%	9%	2%	nt	-4%	20%
T cell HTS	i	i	i	i	i	i	i	i
T cell HTS vesicle-bound %	14	36	28	31	53	49	22	21
LYP inhibition	-9%	-6%	-11%	2%	-7%	nt	-6%	-1%
Large T inhibition	5%	5%	3%	20%	8%	11%	3%	1%
MgcRacGAP inhibition	7%	9%	10%	3%	5%	4%	-3%	2%&1%
NTR1 ag	-3.0	0.2	1.5	5.5	1.2	-0.7	-0.2	-0.9
NTR1 ag cell count 20 µM	55	82	63	90	57	73	62	48
Lipid droplet	-7	nt	2	-5	-3	nt	-6	nt
Lipid droplet cells 6.5 µM	750	nt	796	697	818	nt	702	nt

9	CCOc1cc(C(=O)N=c2sccn2C)ccc1OC(F)F
10	CC(=O)C1=C(O)C(=O)N(CCc2ccccc2)C1c1ccccc1[N+](=O)[O-] (stereo not given)
11	COC(=O)/C(=N/Nc1cccc(C)c1)N1CCCc2ccccc21
12	O=C1CN(C(=O)c2cccc([N+](=O)[O-])c2)CC(=O)N1
13	CCN1C(=O)/C(=c2\s/c(=C3\Sc4ccccc4N3C)c(=O)n2C)N(C)C1=S
14	COc1ccc(C(=O)NCc2ccccn2)cc1
15	COc1ccccc1-n1nnnc1SCC(=O)Nc1oc(C)c2c(C)n[nH]c(=O)c12
16	CCc1c(C)nc2ccc(Br)cc2c1SCCC#N

entry no.	9	10	11	12	13	14	15	16
GPR55 beta-arrestin	-0.1%	0.3%	-0.4%	0.5%	-0.1%	0.6%	nt	-0.8%
GPR55 antagonists	-10%	10%	3%	-4%	7%	7%	nt	-2%
GPR35 antagonists	1%	7%	3%	-2%	-2%	15%	nt	-11%
T cell HTS	i	i	i	i	i	i	i	i
T cell HTS vesicle-bound %	59	44	48	62	36	58	41	44
LYP inhibition	-3%	0%	4%	-8%	-4%	-5%	nt	0%
Large T inhibition	0%	10%	3%	7%	11%	7%	15%	11%
MgcRacGAP inhibition	-5%	-14%	10%	6%	nt	-2%	7%	13%
NTR1 ag	3.3	-0.9	10	0.8	2.4	0.3	-0.1	-0.5
NTR1 ag cell count 20 µM	64	65	63	66	61	70	46	80
Lipid droplet	-1	11	26	20	9	3	nt	1
Lipid droplet cells 6.5 µM	781	661	482	787	617	741	nt	641

# Six entries from above, with tabs.
item	SMILES	GPR55 beta-arrestin	GPR55 antagonists	GPR35 antagonists	T cell HTS	T cell HTS vesicle-bound %	LYP inhibition	Large T inhibition	MgcRacGAP inhibition	NTR1 ag	NTR1 ag cell count 20 µM	Lipid droplet	Lipid droplet cells 6.5 µM
15	COc1ccccc1-n1nnnc1SCC(=O)Nc1oc(C)c2c(C)n[nH]c(=O)c12	nt	nt	nt	i	41	nt	15%	7%	-0.1	46	nt	nt
12	O=C1CN(C(=O)c2cccc([N+](=O)[O-])c2)CC(=O)N1	0.5%	-4%	-2%	i	62	-8%	7%	6%	0.8	66	20	787
16	CCc1c(C)nc2ccc(Br)cc2c1SCCC#N	-0.8%	-2%	-11%	i	44	0%	11%	13%	-0.5	80	1	641
9	CCOc1cc(C(=O)N=c2sccn2C)ccc1OC(F)F	-0.1%	-10%	1%	i	59	-3%	0%	-5%	3.3	64	-1	781
13	CCN1C(=O)/C(=c2\s/c(=C3\Sc4ccccc4N3C)c(=O)n2C)N(C)C1=S	-0.1%	7%	-2%	i	36	-4%	11%	nt	2.4	61	9	617
14	COc1ccc(C(=O)NCc2ccccn2)cc1	0.6%	7%	15%	i	58	-5%	7%	-2%	0.3	70	3	741

# The list continues:
17	CCC(C)[C@@H](C(=O)Nc1ccc(OC)c(OC)c1)N1Cc2ccccc2C1=O (stereo not given in full)
18	COc1cccc(/C=N/NC(=O)c2nnn(-c3nonc3N)c2C(C)C)c1
19	COc1cccc(-c2nn(C)c3sc(C(=O)NCc4ccc(C)cc4)cc23)c1
20	COc1ccc(CC(=O)Oc2ccccc2C)cc1S(=O)(=O)N1CCOCC1
21	COc1ccc(-c2n[nH]c(=S)n2C2CCCCC2)cc1
22	CCc1noc(C)c1C(=O)OCC(=O)c1ccccc1OC
23	CCN(C(=O)CSc1nnc(C)n1-c1ccccc1)C1CCS(=O)(=O)C1 (stereo not given)
24	N/C(=N\OC(=O)c1ccc2c(c1)OCO2)c1ccncc1

entry no.	17	18	19	20	21	22	23	24
GPR55 beta-arrestin	0.9%	-0.2%	-0.1%	nt	0.3%	-0.1%	0.2%	-0.3%
GPR55 antagonists	-6%	0%	10%	nt	2%	18%	12%	-2%
GPR35 antagonists	5%	-2%	0%	nt	2%	-8%	-7%	16%
T cell HTS	i	i	i	i	i	i	i	i
T cell HTS vesicle-bound %	31	27	38	30	14	24	28	50
LYP inhibition	-9%	-4%	-2%	nt	-9%	-5%	-5%	1%
Large T inhibition	5%	1%	4%	15%	15%	17%	2%	16%
MgcRacGAP inhibition	11%	3%	5%	9%	9%	8%	10%	14%
NTR1 ag	5.4	1.0	0.1	-0.6	0.3	0.9	0.2	0.7
NTR1 ag cell count 20 µM	50	73	90	56	53	74	53	62
Lipid droplet	nt	0	33	nt	nt	0	0	5
Lipid droplet cells 6.5 µM	nt	737	752	nt	nt	838	654	654

25	CCS(=O)(=O)Nc1cc(-c2nc3cccnc3s2)ccc1C
26	O=C(NCc1ccncc1)C1=NN(c2ccccc2)C(=O)CC1
27	C=CCn1c(SCC(=O)NC(=O)c2cccn2C)nc2ccccc2c1=O
28	N#CCC(=O)Nc1ncc(Cc2ccccc2Cl)s1
29	COC(=O)c1c(NC(=O)c2ccoc2C)sc2c1CCC2
30	COc1cccc(/C=C2\SC(=S)N(N3C(=O)CCCC3=O)C2=O)c1
31	O=C(CCNC(=O)c1ccc(Br)cc1)NCc1cccnc1
32	O=C(NCc1ccc2c(c1)OCO2)C1CCCN1C(=O)Nc1ccc(F)cc1 (stereo not given)

entry no.	25	26	27	28	29	30	31	32
GPR55 beta-arrestin	-0.1%	0.3%	0.8%	-0.3%	-0.1%	-0.1%	nt	-0.2%
GPR55 antagonists	-2%	-1%	4%	-11%	11%	20%	nt	0%
GPR35 antagonists	8%	-11%	-1%	-3%	8%	3%	nt	-4%
T cell HTS	i	i	i	i	i	i	i	i
T cell HTS vesicle-bound %	7	45	56	28	17	59	53	8
LYP inhibition	2%	-2%	2%	1%	1%	-2%	nt	-2%
Large T inhibition	11%	26%	11%	10%	5%	9%	-5%	2%
MgcRacGAP inhibition	3%	9%	5%	8%	7%	9%	4%	2%
NTR1 ag	2.3	-0.8	3.2	0.5	1.6	4.3	-0.8	-1.8
NTR1 ag cell count 20 µM	65	43	80	59	103	49	53	82
Lipid droplet	-1	2	-12	2	-7	0	nt	nt
Lipid droplet cells 6.5 µM	589	683	709	684	689	682	nt	nt

33	O=C(CN1CCCCC1)N/N=C/c1ccc(Cl)cc1Cl
34	O=C(/C=C/c1ccccc1)Nc1ccc(CN2CCOCC2)cc1
35	CC(O)CNCCCOc1ccc(Cl)cc1C(C)(C)C (stereo not given)
36	CCN(CC)C(=O)C1CCCN(Cc2ccc(N(C)C)cc2)C1 (stereo not given)
37	CC(=O)c1c(C)n(-c2ccc(C)cc2)c2ccc(O)cc12
38	Cc1ccc(-c2nn(CC(=O)NC(C)c3ccccc3)c(=O)c3ccccc23)cc1 (stereo not given)
39	COCCNC(=O)C1CC(c2ccc([N+](=O)[O-])cc2)=NO1 (stereo not given)
40	COc1cc(/C=C2/C(=N)N3N=C(CC(=O)N4CCOCC4)SC3=NC2=O)ccc1OCc1ccccc1F

entry no.	33	34	35	36	37	38	39	40
GPR55 beta-arrestin	0.0%	-0.2%	-0.1%	-0.3%	1.1%	-0.1%	-0.2%	1.3%
GPR55 antagonists	5%	3%	0%	5%	8%	nt	2%	1%
GPR35 antagonists	-6%	11%	6%	7%	-4%	7%	6%	4%
T cell HTS	i	i	i	i	i	i	i	i
T cell HTS vesicle-bound %	46	27	44	53	23	65	32	25
LYP inhibition	-6%	0%	-6%	-3%	-2%	-1%	-12%	3%
Large T inhibition	7%	17%	19%	21%	3%	1%	1%	14%
MgcRacGAP inhibition	10%	6%	9%	26%	-4%	7%	0%	11%
NTR1 ag	0.9	-1.6	-1.2	-1.0	-0.3	1.8	1.9	-0.5
NTR1 ag cell count 20 µM	63	87	65	79	52	83	90	65
Lipid droplet	-2	-1	-16	nt	1	nt	nt	7
Lipid droplet cells 6.5 µM	787	596	710	nt	840	nt	nt	727

41	CCCOc1ccccc1N1C(=O)CC(N(O)c2ccccc2)C1=O (stereo not given)
42	O=C(Nc1cccc(NC(=O)c2ccco2)c1)c1ccc2c(c1)OCCO2
43	O=C(NN1CCOCC1)c1cccc2ccccc12
44	CCCc1c(C(=O)NNc2ccccc2OC)cnn1-c1ccccc1

entry no.	41	42	43	44
GPR55 beta-arrestin	-0.1%	-0.1%	0.0%	-0.2%
GPR55 antagonists	4%	13%	5%	-9%
GPR35 antagonists	-1%	3%	12%	6%
T cell HTS	i	i	i	i
T cell HTS vesicle-bound %	30	62	5	51
LYP inhibition	-8%	-4%	-8%	3%
Large T inhibition	21%	11%	11%	11%
MgcRacGAP inhibition	10%	2%	5%	1%
NTR1 ag	2.5	0.6	6.7	0.0
NTR1 ag cell count 20 µM	65	87	69	63
Lipid droplet	-8	5	5	14
Lipid droplet cells 6.5 µM	698	691	665	689
